KCNQ1 inh = human KCNQ1 channel inhibition. AID 2642. B-score at 10 µM. P51787. 310,000 compounds, 1.3% hits. CHO-K1 KCNQ1, FluxOR thallium flux fluorescence; active compounds read high;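 active = compounds whose thallium flux B-score, printed positive for inhibition, exceeds three library SD while starting fluorescence stays within three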;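 note: channel opened by potassium depolarization with thallium stimulus after 20 min compound exposure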
ANO1 activ = activates or potentiates the mouse TMEM16A chloride channel | HEK293 TMEM16A/YFP-H148Q/I152L, iodide quench fluorescence; active compounds read low | B-score at 10 µM | 340,000 compounds, 0.3% hits;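 active = fluorescence-ratio B-score plate-corrected deviation score at least 3 library SD below zero, with starting fluorescence score within 5 deviations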;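 note: channel opened by trigger with iodide after compound preincubation; score built on the fluorescence ratio of max minus min over baseline; more negative score means more quench and so TMEM16A activation or potentiation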
RGS4 block = human RGS4 inhibition. P49798. HEK293 M3R/RGS4 inducible, Fluo-4 calcium flux; active compounds read high; triggered by carbachol at its EC20. B-score at 10 µM. 310,000 compounds, 0.45% hits. AID 463165;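 active = B-score, a plate-corrected calcium signal, over three deviations above library mean, with baseline fluorescence within five deviations of library mean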;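 note: RGS4 expression induced by doxycycline in cells with stable M3 receptor; B-score is computed from the integrated fluorescence ratio over baseline after carbachol; higher B-score means a larger calcium signal and so more RGS4 inhibition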
MrgX1 allo act = allosterically activates human MrgX1 receptor signaling | MrgX1-HEK293, Fluo-4 calcium flux, FDSS; active compounds read high | AID 588675 | Q96LB2 | B-score at 10 µM | 310,000 compounds, 0.63% hits;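 active = plate-corrected calcium response at least 3 library SD above typical, normal starting fluorescence, not activating the receptor alone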;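 note: compound read alongside a low EC10 to EC30 dose of BAM8-22 agonist; peak minus trough fluorescence over baseline measured at the second addition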
Target sequence (Q96LB2 whole entry, looked up): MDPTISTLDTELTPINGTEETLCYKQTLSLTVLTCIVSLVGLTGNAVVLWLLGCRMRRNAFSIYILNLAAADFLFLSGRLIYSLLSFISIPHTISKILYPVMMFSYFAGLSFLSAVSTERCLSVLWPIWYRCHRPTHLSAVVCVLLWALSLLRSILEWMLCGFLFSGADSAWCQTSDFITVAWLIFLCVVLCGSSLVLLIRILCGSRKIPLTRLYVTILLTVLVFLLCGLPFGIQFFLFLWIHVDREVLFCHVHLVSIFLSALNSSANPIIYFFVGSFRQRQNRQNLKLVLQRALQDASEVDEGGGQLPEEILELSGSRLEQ
KCNK9 block = inhibitors of human KCNK9 two-pore domain potassium channel; Q9NPC2; HEK293 KCNK9, FluxOR thallium flux fluorescence; active compounds read low; B-score at 10 µM; 310,000 compounds, 1.2% hits;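 active = ratio B-score over 3 SD below the library mean, with starting fluorescence within 5 SD of its mean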;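 note: negative B-score means less thallium flux so channel inhibition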
Target sequence (Q9NPC2 whole entry, looked up, the tested form may be a part): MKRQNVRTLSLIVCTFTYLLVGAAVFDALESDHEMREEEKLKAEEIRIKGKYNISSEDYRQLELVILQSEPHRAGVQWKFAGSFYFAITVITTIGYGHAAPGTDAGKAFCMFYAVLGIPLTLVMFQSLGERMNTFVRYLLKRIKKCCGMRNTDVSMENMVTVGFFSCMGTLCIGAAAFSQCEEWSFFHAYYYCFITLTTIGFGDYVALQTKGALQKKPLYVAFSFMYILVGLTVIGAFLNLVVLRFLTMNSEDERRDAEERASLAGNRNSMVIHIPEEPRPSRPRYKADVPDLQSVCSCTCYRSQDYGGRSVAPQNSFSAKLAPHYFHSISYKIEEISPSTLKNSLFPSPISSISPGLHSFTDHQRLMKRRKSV
MrgX1 agonist = human MrgX1 receptor agonism, primary screen. Q96LB2. MrgX1-HEK293 cells, Fluo-4 calcium fluorescence, agonist mode; active compounds read high. B-score at 10 µM. 310,000 compounds, 0.44% hits;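 active = calcium response B-score plate-corrected fluorescence ratio at least 3 library SD, with starting fluorescence B-score inside 5 SD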
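System – MrgX1-expressing HEK293 cells · Incubation – cells plated overnight, dye loaded 0.5 h 37 °C, 0.5 h room temperature · Technique – kinetic Fluo-4 NW fluorescence of intracellular calcium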
KCNK3 inh = human KCNK3 channel inhibition, primary screen; O14649; AID 602410; 340,000 compounds, 0.84% hits; B-score at 10 µM; CHO-KCNK3 thallium flux, FluxOR fluorescence; active compounds read low;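 active = B-score under library mean minus 4 SD, starting fluorescence ratio at most library mean plus 5 SD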;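 note: more negative B-score means stronger inhibition of thallium flux through KCNK3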
Target sequence (O14649 whole entry, looked up): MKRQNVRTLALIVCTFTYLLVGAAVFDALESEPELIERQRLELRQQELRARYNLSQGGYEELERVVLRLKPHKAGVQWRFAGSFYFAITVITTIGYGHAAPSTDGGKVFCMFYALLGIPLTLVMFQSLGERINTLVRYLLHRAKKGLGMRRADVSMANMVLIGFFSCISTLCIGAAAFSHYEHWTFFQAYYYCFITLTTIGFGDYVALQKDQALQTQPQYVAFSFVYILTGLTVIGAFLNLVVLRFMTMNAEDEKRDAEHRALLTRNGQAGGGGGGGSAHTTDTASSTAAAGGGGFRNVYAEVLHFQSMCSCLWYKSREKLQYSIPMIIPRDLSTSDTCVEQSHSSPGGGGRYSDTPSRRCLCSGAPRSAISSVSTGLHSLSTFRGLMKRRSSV
KCNQ1 pot = human KCNQ1 channel potentiation or activation; CHO-K1 KCNQ1, thallium flux FluxOR fluorescence; active compounds read high; B-score at 10 µM; 310,000 compounds, 0.35% hits; AID 2648;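 active = fluorescence ratio B-score, a plate-corrected score, at least three library SD, with initial intensity B-score within 5 SD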
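assay system = KCNQ1-transfected CHO-K1 cells | medium = assay buffer with matched DMSO | probe or stimulus = depolarizing K+/Tl+ stimulus, K2SO4 and Tl2SO4 each 12.5 mM in 5x stock | dosing = single dose | incubation = dye 90 min, compound 20 min, room temperature | detection = kinetic FluxOR fluorescence, 10 s baseline plus 110 s post-stimulus | evaluation = ratio B score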
hERG rescue = shields human hERG channel from block by proarrhythmic agents; 310,000 compounds, 0.51% hits; CHO-hERG, FluxOR thallium flux, dofetilide IC70 present; AID 1511; activation (rescue from dofetilide block), less the hit threshold, % at 10 µM; Q12809;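 active = activation above the mean of controls blocked by dofetilide plus 5 SD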;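 note: thallium influx through hERG after potassium depolarization seen as dye fluorescence rise; in these data hits start at about 4.7%; inactives centre near -7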
RGS4 act = potentiators or activators of RGS4; AID 463111; B-score at 10 µM; HEK293 M3R/inducible RGS4, carbachol calcium flux Fluo4; active compounds read low; 310,000 compounds, 0.92% hits;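 active = B-score of the integrated calcium signal more than 4 SD below the library mean, with starting fluorescence not abnormally high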;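 note: negative B-score means reduced calcium response which marks RGS4 activation or potentiation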
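Material: Inducible-RGS4 HEK293 cells carrying M3 receptor; also added: carbachol at ECmax as muscarinic agonist stimulus; incubation: compound preincubation 20 min at room temperature before agonist; signal: Fluo4-AM (2 µM) calcium-flux fluorescence, kinetic read; measure: integrated calcium ratio converted to B score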
TMEM16A inh = inhibitors of mouse TMEM16A calcium-activated chloride channel; Q8BHY3; HEK293 TMEM16A/YFP iodide influx fluorescence, ionomycin; normalized B-score (activity score, 25-100; higher = stronger inhibition) at 10 µM; 310,000 compounds, 1.2% hits;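 active = ratio plate-corrected score three or more library SD toward inhibition, starting fluorescence score within five deviations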;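 note: score derived from kinetic fluorescence span divided by baseline fluorescence per well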
* marks the source's active call; other numbers are inactive results; i = inactive; . = not tested or not shown. Hits appear at their usual frequency; overall some 6.3% were active at least once.

molecule	KCNQ1 inh	ANO1 activ	RGS4 block	MrgX1 allo act	KCNK9 block	MrgX1 agonist	KCNK3 inh	KCNQ1 pot	hERG rescue	RGS4 act	TMEM16A inh
S=C1NCN(Cc2cccnc2)CN1	i	i	i	i	i	i	i	i	-3	i	i
CCCCN(Cc1ccccc1)C(=O)c1cnc2n(c1=O)CCS2	i	i	i	i	i	i	i	i	-5	i	i
COc1ccc(C)cc1S(=O)(=O)N1CCN(c2cccc(C(F)(F)F)c2)CC1	i	i	i	i	i	i	-10*	i	-7	i	i
O=C(c1ccccc1)c1c[nH]c(C(=O)NCc2cccnc2)c1	i	i	i	i	i	i	i	i	-12	i	i
CC(C)CCn1c(N)c(S(=O)(=O)c2cccs2)c2nc3ccccc3nc21	i	i	i	i	i	i	i	i	-6	i	i
CCCN(CC(=O)Nc1ccccc1C)C(=O)c1ccc(N2CCCCC2)c([N+](=O)[O-])c1	i	i	i	i	i	i	i	i	-13	i	i
COc1cccc(NC(=O)[C@@H]2CCC(=O)N2C2OC(=O)c3ccccc32)c1 (some centres undefined)	i	i	i	i	i	i	i	i	-5	i	i
COc1ccc(CNC(=O)CN(C)S(=O)(=O)c2ccccc2)cc1	i	i	i	i	i	i	i	i	-15	i	i
CCOC(=O)C1=C(c2ccccc2)NC(SCC(=O)NC2CCCCC2)=C(C#N)C1c1ccco1 (centres undefined)	i	i	i	i	i	i	i	i	-7	i	i
CNC(=S)Nc1ccc([N+](=O)[O-])cc1C	i	i	i	i	i	i	i	i	-11	i	i
Cc1ccccc1C(=O)N1CCC(C(=O)NC2CCCC2)CC1	i	i	i	i	i	i	i	i	-2	i	i
CNC(=O)c1c(C)[nH]c(=S)c(C#N)c1-c1ccco1	i	i	i	i	i	i	i	i	-6	i	i
CN1CCN(NC(=O)COc2cccc(C(F)(F)F)c2)CC1	i	i	i	i	i	i	i	i	-2	i	i
O=C(O)COc1cccc(NC(=O)C2CCCO2)c1 (centres undefined)	i	i	i	i	i	i	i	i	-4	i	i
CCOc1ccc(-c2nn(-c3ccccc3)cc2/C=C(\C#N)S(=O)(=O)c2ccccc2)cc1C	i	i	i	i	i	i	i	i	-13	i	i
Cc1cc2c(cc1S(=O)(=O)N1CCc3ccccc31)NC(=O)CO2	i	i	i	i	i	i	i	i	-5	i	i
COCCC(=O)N1CCC(Oc2ccc(C(=O)NC3Cc4ccccc4C3)cc2)CC1	i	i	i	i	i	i	i	i	-8	i	i
COC(=O)C1=CN(c2ccc(OC)cc2)C=C(C(=O)OC)C1c1ccc(C)c([N+](=O)[O-])c1	i	i	i	i	i	i	i	i	-17	i	i
CCCCNC(=O)NNC(=O)COc1cc(C)cc(C)c1	i	i	i	i	i	i	i	i	-3	i	i
CC(C)CC(NC(=O)COc1ccccc1)C(=O)O (centres undefined)	i	i	i	i	i	i	i	i	-6	i	i
CCOc1cc(/C=N/NC(=O)c2ccncc2)ccc1OC(=O)c1ccc([N+](=O)[O-])cc1	i	i	i	i	i	i	i	i	-3	i	i
CC(=O)N1CCN(C(=O)COc2ccc(Br)cc2)CC1	i	i	i	i	i	i	i	i	-7	i	i
N/C(Cc1ccc([N+](=O)[O-])cc1)=N\OC(=O)Cc1ccc(Cl)cc1	i	i	i	i	i	i	i	i	-3	i	i
CS(=O)(=O)NCCSc1nnnn1-c1ccccc1	i	i	i	i	i	i	i	i	-5	i	i
Cc1ccc(C)c(N(CC(=O)NC2CCCCC2)C(=O)c2csnn2)c1	i	i	i	i	i	i	i	i	-3	i	i
COc1ccc(NC(=O)CN2CCN(CC(=O)Nc3ccc(F)cc3)CC2)c(OC)c1	i	i	i	i	i	i	i	i	-2	i	i
CCC(C)NCCCOc1c(C)cc(C)cc1Br (centres undefined)	i	i	i	i	i	i	i	i	-10	i	i
CCOc1ccc(C(=O)Nc2ccccc2OC(F)F)cc1	i	i	i	i	i	i	i	i	-7	i	i
O=C(NCCNc1ccc([N+](=O)[O-])cc1C(F)(F)F)c1ccc(F)cc1	i	i	i	i	i	i	i	i	-2	i	i
COc1ccc(S(=O)(=O)N2CCSC2)cc1C	i	i	i	i	i	i	i	i	-3	i	i
Cc1ccccc1Nc1nc(N)c2ccccc2n1	i	i	i	i	i	i	i	i	-4	i	i
Cc1ccccc1-c1noc(CNC(=O)c2ccco2)n1	i	i	i	i	i	i	i	i	-5	i	i
O=C(Nc1cc(Br)ccc1O)c1cc(-c2ccccc2)on1	i	i	i	.	i	.	i	i	-5	i	.
COc1ccccc1OCCC(=O)OCC(=O)NC(C)c1ccccc1 (centres undefined)	i	i	i	i	i	i	i	i	-7	i	i
CC(=O)C1=C(O)C(=O)N(CCc2c[nH]c3ccccc23)C1c1ccc(O)cc1 (centres undefined)	i	i	i	i	i	i	i	i	-10	i	i
CC1CCC(NC(=O)C(=O)Nc2ccc3c(c2)OCO3)CC1 (centres undefined)	i	i	i	i	i	i	i	i	-7	i	i
CCc1csc(CCNC(=O)C2CCC(=O)N(CCOC)C2)n1 (centres undefined)	i	i	i	i	i	i	i	i	-4	i	i
Cc1sc2ncnc(N=Nc3c(O)[nH]c4ccccc34)c2c1C	i	i	i	i	i	i	i	i	-8	i	i
O=C(CSc1nc2ccccc2[nH]1)NCCN1CCCCC1	i	i	i	i	i	i	i	i	-7	i	i
CCOC(=O)c1ccc(NC(=O)CC2SC3=NCCN3C2=O)cc1 (centres undefined)	i	i	i	i	i	i	i	i	-6	i	i
Oc1c(N=Nc2ccc(F)cc2)ccc2ccccc12	i	i	i	i	i	i	i	i	-12	i	i
CN(CCc1cnn(C)c1)Cc1nc(Cc2ccccc2)no1	i	i	i	i	i	i	i	i	-11	i	i
CCCN(S(=O)(=O)c1ccc(OCC)cc1)S(=O)(=O)c1cccs1	i	i	i	i	i	i	i	i	-12	i	i
Nc1cc(=O)[nH]c(SCCNS(=O)(=O)c2ccccc2)n1	i	i	i	i	i	i	i	i	-3	i	i
CCn1nc(C(=O)OCC(=O)c2c[nH]c3ccccc23)c2ccccc2c1=O	i	i	i	i	i	i	i	i	-15	i	i
CCOC(=O)Cn1cnc2c(cnn2-c2ccc(Cl)cc2)c1=O	i	i	i	i	i	i	i	i	2	i	i
CCC(=O)OCCNc1cc(SCCC(=O)OC)c2nonc2c1[N+](=O)[O-]	i	i	i	i	i	i	i	i	-15	i	i
Cc1ccc[n+](CC2OCc3ccccc3CO2)c1	i	i	i	i	i	i	i	i	-13	i	i
S=c1[nH]nc(-c2cc(-c3ccco3)[nH]n2)n1-c1ccccc1	i	i	i	i	i	i	i	i	-15	i	i
CCC(C(=O)Nc1ccccc1C(=O)N1CCOCC1)N1C(=O)c2ccccc2C1=O (centres undefined)	i	i	i	i	i	i	i	i	-8	i	i

Next section.
molecule	KCNQ1 inh	ANO1 activ	RGS4 block	MrgX1 allo act	KCNK9 block	MrgX1 agonist	KCNK3 inh	KCNQ1 pot	hERG rescue	RGS4 act	TMEM16A inh
Cc1ccccc1CS(=O)(=O)CCC(=O)N1CCN(c2ccc(N3CCOCC3)nn2)CC1	i	i	i	i	i	i	i	i	-10	i	i
CCOc1ccc(-c2nn(-c3ccccc3)cc2/C=C2\SC(N)=NC2=O)cc1C	i	i	i	i	i	i	i	i	-9	i	i
CC(=O)N=c1sc2ccccc2n1C	i	i	i	i	i	i	i	i	-7	i	i
Cn1cnnc1SCc1ccccc1[N+](=O)[O-]	i	i	i	i	i	i	i	i	-9	i	i
S=C(NNc1ccc2ccccc2c1)NC1CCCCC1	i	i	i	i	i	i	i	i	-7	i	i
O=C(CSc1cc(Cl)ccc1Cl)NCC(=O)Nc1ccc(F)c(F)c1F	i	i	i	i	i	i	i	i	-7	i	i
Cc1cc(NC(=O)c2cc([N+](=O)[O-])cc([N+](=O)[O-])c2C)no1	i	i	i	i	i	i	i	i	-9	i	i
CC(C)Nc1nc(N(c2ccccc2)c2ccccc2)nc(-n2ccnc2)n1	.	i	.	i	.	i	i	.	.	.	i
CC(Oc1ccccc1)C(=O)N1CCC2(CC1)Oc1ccc(F)cc1C(=O)C21CC(c2ccccc2)=NO1 (centres undefined)	i	i	i	i	i	i	i	i	-13	i	i
Cn1cc(S(=O)(=O)NCc2ccc3c(c2)OCO3)c(C(F)(F)F)n1	i	i	i	i	i	i	i	i	-9	i	i
O=C(Cn1cc([N+](=O)[O-])ccc1=O)N1CCCc2ccccc21	i	i	i	i	i	i	i	i	-10	i	i
O=C(c1ccco1)N1N=C2CCCCCC2C1(O)C(F)(F)F (centres undefined)	i	i	i	i	i	i	i	i	-8	i	i
O=C(c1ccc(N2CCCC2)c([N+](=O)[O-])c1)N1CCN(S(=O)(=O)c2ccc(Cl)cc2)CC1	i	i	i	i	i	i	i	i	-16	i	i
COc1ccc(C(=O)CC2OC(=O)c3c2ccc(OC)c3OC)cc1 (centres undefined)	i	i	i	i	i	i	i	i	-6	i	i
Cc1cccc(NC(=S)NNC(=S)NC2CCCCC2)c1C	i	i	i	i	i	i	i	i	-8	i	i
Cc1ccc([C@@H]2[C@@H]3C(=O)N(c4ccccc4)C(=O)[C@@H]3[C@]3(C)C(=O)N(Cc4ccccn4)CC(=O)N23)o1	i	i	i	i	i	i	i	i	-11	i	i
Cn1c(CSc2ncn[nH]2)nc2ccccc21	i	i	i	i	i	i	i	i	-1	i	i

Two of the compounds above, with two lines to a compound.
Below each SMILES: KCNQ1 inh, ANO1 activ, RGS4 block, MrgX1 allo act, KCNK9 block, MrgX1 agonist, KCNK3 inh, KCNQ1 pot, hERG rescue, RGS4 act, TMEM16A inh
CCOc1ccc(-c2nn(-c3ccccc3)cc2/C=C2\SC(N)=NC2=O)cc1C
→ i, i, i, i, i, i, i, i, -9, i, i
CC(=O)N=c1sc2ccccc2n1C
→ i, i, i, i, i, i, i, i, -7, i, i

Compound activity: PubChem BioAssay, Johns Hopkins Ion Channel Center
